Screening results (PubChem)
TexasRed fluor = alters Texas Red total fluorescence, flagging assay interference | Potency, µM (doses to about 106 µM), without a hit: top-dose fluorescence change, negative = quenching | AID 1479 | actives 0.29% (n = 280,000) | TRb/SRC2 Texas Red total fluorescence interference; active means well fitted curve in either direction with a large enough effect; inconclusive means small, poorly fitted or top-dose-only effect; further: potency means the concentration at half of the fitted maximal effect; on the % scale 0 is the no-effect control and ±100 the full control effect
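Flags fluorescent or light-absorbing compounds by total fluorescence, S + 2P, at 555 nm excitation and 632 nm emission. Mixture: 20 nM Texas Red SRC2 peptide, 0.6 uM human TRb LBD, 1 uM T3, 5% DMSO; compound exposure 5 h at ambient temperature.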
Epigenetic reg = derepresses silenced GFP reporter in murine cells; murine LDR cells, GFP reporter derepression, 30 h; Potency, µM (series often up to 53.9 µM), without a hit: at the highest dose GFP activation, most hits filed as activators; actives 0.2% (n = 280,000); further: potency means the concentration at half of the fitted maximal effect; % of control where 0% means no effect; nearly all actives have a fitted effect of over 60% in size
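Murine LDR cells carrying a silenced, genomically integrated CMV-driven GFP reporter were exposed to compound for 30 hours at 37 C. After PBS washes, GFP-positive cells (20–120 um objects) were counted by laser-scanning microplate cytometry.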
aGal spleen mod = alpha-galactosidase A (human) modulation; AID 2107; actives 0.008% (n = 240,000); human spleen homogenate, 4MU-alpha-Gal fluorescence, 40 min; P06280; Potency, µM (highest dose often 80 µM), for inactives: at the top dose activity change, negative = inhibition, usual class: inhibitors;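 further: potency means the concentration at half of the fitted maximal effect; 0% = enzyme with vehicle and -100% = no enzyme basal signal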
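Spleen homogenate 1 ug + cpd (titration) + 4-MU-alpha-D-galactopyranoside 1 mM; 37C 40 min; 50 mM citrate/phosphate pH 5.0, 0.01% Tween-20; stop pH 10; fluorescence 365/440; AC50 via Hill.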
CBFb RUNX1 block = CBF-beta/RUNX1 interaction disruption; AID 1477; AlphaScreen CBFb-His/RUNX1-biotin binding, biochemical; 230,000 tested, under 10 active; Potency, µM (titrated, usually from 59.8 µM), inactives show top-dose activity, negative = inhibition, most hits filed as inhibitors; further: % of control where 0% means no effect
Target sequence (Q01196 whole entry, looked up): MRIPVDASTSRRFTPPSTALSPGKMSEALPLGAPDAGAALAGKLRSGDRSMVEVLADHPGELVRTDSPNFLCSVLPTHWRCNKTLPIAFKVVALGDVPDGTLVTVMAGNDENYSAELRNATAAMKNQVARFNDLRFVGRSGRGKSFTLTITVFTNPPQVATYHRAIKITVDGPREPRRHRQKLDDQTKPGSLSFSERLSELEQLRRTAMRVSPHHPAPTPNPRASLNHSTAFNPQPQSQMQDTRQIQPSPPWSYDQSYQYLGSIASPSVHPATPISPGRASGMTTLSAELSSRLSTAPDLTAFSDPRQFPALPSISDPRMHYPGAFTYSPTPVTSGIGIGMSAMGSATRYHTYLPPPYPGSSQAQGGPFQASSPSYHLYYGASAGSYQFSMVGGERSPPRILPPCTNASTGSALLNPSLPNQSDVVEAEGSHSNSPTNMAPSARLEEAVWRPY
Target sequence (Q13951 whole entry, looked up): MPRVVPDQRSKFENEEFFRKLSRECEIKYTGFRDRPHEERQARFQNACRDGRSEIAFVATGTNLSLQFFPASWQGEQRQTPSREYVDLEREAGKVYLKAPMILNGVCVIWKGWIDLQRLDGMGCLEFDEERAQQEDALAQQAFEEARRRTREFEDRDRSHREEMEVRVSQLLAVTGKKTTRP
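Room-temperature protein-protein interaction test with 30 nM each of His-tagged CBF-beta and biotinylated RUNX1, 15 min with compound, then 90 min with nickel plus streptavidin beads. Signal read in AlphaScreen mode.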
Tau fluor cs = counter-screen for tau fibril formation inhibitors; tau K18 P301L (four-repeat tau fragment) Alexa594 fluorescence, heparin fibrillization; Potency, µM (titrated, usually from 57.7 µM), for inactives: top-dose activity change, negative = decrease; actives 0.93% (n = 280,000); further: potency means the concentration at half of the fitted maximal effect; on the % scale 0 is the no-effect control and ±100 the full control effect; nearly all actives have a fitted effect of over 55% in size
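Human K18 P301L tau (15 uM unlabeled plus 0.24 uM Alexa 594-labeled, final) in 100 mM sodium acetate pH 7 was mixed with compound and 20 uM heparin and incubated 6 hr at 37 C.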
NPSR antagonist = neuropeptide S receptor (human) antagonism, cAMP; Q6W5P4; AID 1461; CHO-NPSR cells, cAMP TR-FRET, antagonist mode; Potency, µM (doses to about 38.3 µM), without a hit: at the top dose activity change, negative = inhibition, usual class: inhibitors; actives 1% (n = 220,000); further: potency means the concentration at half of the fitted maximal effect; on the % scale 0 is the no-effect control and ±100 the full control effect; nearly all actives have a fitted effect of over 50% in size; many of its hits are not listed in these tables
Target sequence (Q6W5P4 whole entry, looked up): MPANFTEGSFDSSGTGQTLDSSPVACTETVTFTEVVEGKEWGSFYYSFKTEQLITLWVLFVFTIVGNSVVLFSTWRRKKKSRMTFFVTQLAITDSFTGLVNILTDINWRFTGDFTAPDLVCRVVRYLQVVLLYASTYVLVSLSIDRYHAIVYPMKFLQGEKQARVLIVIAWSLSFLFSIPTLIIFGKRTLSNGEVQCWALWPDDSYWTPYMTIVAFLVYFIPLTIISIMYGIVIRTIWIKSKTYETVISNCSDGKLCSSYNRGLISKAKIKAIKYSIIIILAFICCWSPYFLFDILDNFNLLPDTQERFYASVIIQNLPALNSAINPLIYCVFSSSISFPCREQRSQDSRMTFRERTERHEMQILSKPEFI
Tau FP inhib = inhibitors of human tau fibril formation. P10636. K18 P301L tau heparin fibrillization, Alexa594 FP, 6 h. Potency, µM (top dose mostly 57.7 µM), for inactives: top-dose activity, negative = inhibition, actives largely listed as inhibitors. actives 0.39% (n = 280,000). AID 1468; further: potency means the concentration at half of the fitted maximal effect; on the % scale 0 is the no-effect control and ±100 the full control effect; nearly all actives have a fitted effect of over 55% in size
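K18 P301L tau (15 uM unlabeled/0.24 uM Alexa 594-labeled, final) + compound + heparin 20 uM final; 100 mM NaOAc pH 7; 6 hr 37 C; ThT 30 uM final added, 1 hr RT; FP ex 555/em 632 nm.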
TRb SRC2 PPI = TRbeta-SRC2 interaction inhibition. actives 0.065% (n = 280,000). Potency, µM (series often up to 106 µM), inactives show at the highest dose activity change, negative = inhibition, most hits filed as inhibitors. TRbeta-SRC2 peptide binding, fluorescence polarization; receptor liganded with 1 µM T3;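 further: potency means the concentration at half of the fitted maximal effect; plate controls were bound peptide for no effect and peptide without receptor for full effect; nearly all actives have a fitted effect of over 50% in size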
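Fluorescence polarization of 20 nM Texas Red SRC2 peptide (20-aa NR interaction domain) bound to 0.6 uM human TRb ligand-binding domain, with 1 uM T3, after 5 hr at ambient temperature; inhibition seen as decreased polarization.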
* hit, by the source's call; ? = inconclusive; nt = no result given; [ ] = remark or other dose. Unless noted, the call rests on the fitted dose curve; in most records, active means well fitted curve in the direction sought with a large enough effect; inconclusive means small, poorly fitted or top-dose-only effect, or another doubt; inactive means no such curve, though single readings can be large; an effect the other way counts as inactive or inconclusive. The list is partial (hit frequency here may not be typical).

mol,TexasRed fluor,Epigenetic reg,aGal spleen mod,CBFb RUNX1 block,Tau fluor cs,NPSR antagonist,Tau FP inhib,TRb SRC2 PPI
C=CCn1c(Sc2nnc(C)s2)nc2c1c(=O)[nH]c(=O)n2C,-2%,0.0%,3%,4%,1%,-9%[46.1 µM],0%,6%
Oc1ccc2ccccc2c1/C=N/c1nccs1,?,3.2%,-5%,0%,-8%,6%[46.1 µM],-14%,35µM*
O=C(/C=C/c1ccc2c(c1)OCCO2)c1ccc(O)cc1,-3%,1.6%,-10%,-5%,-25%,?,-7%,4%
CCC1(CC)NC(=O)N(CC(=O)NCc2ccc3c(c2)OCO3)C1=O,-1%,2.9%,1%,-2%,-7%,-4%[46.1 µM],4%,-10%
CS(=O)(=O)N1CCc2cc(C(=O)OCC(=O)c3ccccc3)ccc21,1%,-0.2%,-8%,-1%,-24%,-5%[46.1 µM],1%,-7%
CCOC(=O)c1cccc(NS(=O)(=O)c2c(C)[nH]c(=O)[nH]c2=O)c1,-3%,-1.1%,-7%,-3%,-7%,-21%[46.1 µM],3%,0%
O=C(Nc1cnccn1)c1cccs1,5%,-3.2%,1%,5%,4%,5%[46.1 µM],0%,3%
CCCCSc1nnc(CCC)n1N,0%,-0.1%,-1%,-4%,-2%,10%,-3%,2%
COc1ccc(NS(=O)(=O)c2cccc(Cl)c2Cl)cc1S(=O)(=O)N1CCCCC1,5%,2.3%,2%,-6%,-17%,-17%[46.1 µM],0%,5%
O=C(Nc1ccc(S(=O)(=O)N2CCCCC2)cc1)c1ccncc1,-1%,-2.9%,10%,1%,-10%,8%[46.1 µM],-2%,2%
O=C(N/N=C\c1ccc(-c2ccccc2[N+](=O)[O-])o1)C1COc2cc3ccccc3cc2O1 (stereo not given),2%,1.1%,6%,-28%,?,-28%[46.1 µM],?,-2%
O=C(CN1CCN(Cc2ccccc2)CC1)N=Nc1c(O)[nH]c2ccccc12,-5%,1.5%,12%,3%,6%,-9%,3%,6%
O=C(Nc1ccc(N2CCCC2)cc1)c1ccc2ccccc2c1,-1%,1.3%,6%,-10%,-25%,0%,4%,-4%
CC(C)CN1C(=O)NC(NC(=O)c2ccco2)(C(F)(F)F)C1=O (stereo not given),2%,-3.1%,-4%,-7%,5%,4%[7.67 µM],-2%,-21%
COC(=O)c1cnc(NCc2ccc(F)cc2)c2ccccc12,-2%,-6.5%,nt,nt,?,nt,?,-6%
CC1CC(C)CN(CCOCCSc2ccc(Cl)cc2)C1 (stereo not given),-5%,-1.9%[10.1 µM],-1%,-1%,1%,-25%,-4%,-8%
O=C(NC1CC1)C1CCN(c2ccc(S(=O)(=O)N3CCOCC3)cc2)CC1,2%,-1.6%,0%,8%,6%,-7%[46.1 µM],4%,-5%
CSc1ccccc1NC(=O)CN(C)C(=O)c1cccc(S(=O)(=O)N(C)C)c1,-1%,-3.2%,3%,7%,9%,-1%,4%,0%
O=S(=O)(Nc1ccccc1O)c1cccc2cccnc12,-3%,-5.6%,2%,-3%,-24%,12%,1%,-10%
COC(=O)CN1C(=S)N(c2ccc(Cl)cc2)C(=O)C1CC(=O)Nc1ccc(F)cc1 (stereo not given),5%,-1.0%,-9%,-23%,?,-21%,?,-24%
CCOC(=O)N1CCN(C(=O)/C=C/c2cccc([N+](=O)[O-])c2)CC1,-2%,-3.5%,2%,0%,6%,1%,8%,1%
COc1ccc(-n2ccnc2)cc1,1%,0.9%,4%,-3%,4%,11%,-2%,-3%
CCOC(=O)CSC1=C(C#N)C(c2ccccc2F)C(C(C)=O)=C(C)N1 (stereo not given),-1%,-0.9%,-7%,5%,-14%,-13%[46.1 µM],-14%,-7%
CCOC(=O)/C=C/C(=O)Nc1ccc(S(=O)(=O)N(C)c2ccccc2)cc1,0%,1.3%,-5%,-8%,?,-6%,?,-6%
Cc1cc(C(F)(F)F)nc(NCc2ccc(F)cc2)n1,-2%,-1.7%,-6%,11%,-11%,4%[46.1 µM],2%,-3%

One compound at a time, from the list above. Screens in order: TexasRed fluor	Epigenetic reg	aGal spleen mod	CBFb RUNX1 block	Tau fluor cs	NPSR antagonist	Tau FP inhib	TRb SRC2 PPI
O=C(Nc1cnccn1)c1cccs1 across the screens: 5%	-3.2%	1%	5%	4%	5%[46.1 µM]	0%	3%
COC(=O)c1cnc(NCc2ccc(F)cc2)c2ccccc12 across the screens: -2%	-6.5%	nt	nt	?	nt	?	-6%
COc1ccc(NS(=O)(=O)c2cccc(Cl)c2Cl)cc1S(=O)(=O)N1CCCCC1 across the screens: 5%	2.3%	2%	-6%	-17%	-17%[46.1 µM]	0%	5%

(further entries)
mol,TexasRed fluor,Epigenetic reg,aGal spleen mod,CBFb RUNX1 block,Tau fluor cs,NPSR antagonist,Tau FP inhib,TRb SRC2 PPI
Cc1ccc(-n2ncc(C#N)c2/N=C/N2CCOCC2)cc1,1%,0.0%,3%,6%,-6%,-9%[46.1 µM],4%,-9%
Cc1ccc(C2CC(=O)N3CN(c4ccc(Br)cc4)CSC3=C2C#N)o1 (stereo not given),0%,0.0%,0%,0%,-4%,-22%[46.1 µM],?,8%
COC(=O)CN(c1ccccc1F)S(=O)(=O)c1ccccc1,2%,0.0%,-1%,4%,-3%,-6%[46.1 µM],-2%,7%
O=C(Nc1ccc(Br)cc1)c1ccc(N2C(=O)C3CC=C(Cl)CC3C2=O)cc1 (stereo not given),-3%,4.0%,5%,0%,-15%,-10%[46.1 µM],-7%,9%
CN(C)S(=O)(=O)c1cccc(NC(=O)CNCc2ccccn2)c1,-5%,1.1%,11%,20%,3%,-39%,-2%,-6%
CCOc1ccc2[nH]c(=O)c(CN(Cc3ccc(F)cc3)C(=O)N3CCCC3)cc2c1,2%,-1.5%,5%,2%,4%,?,0%,11%
CCc1ccc2c(Cl)c(C(=O)N/N=C/c3c[nH]c4ccccc34)sc2c1,-5%,0.0%,-4%,-8%,11µM*[quencher],-15%[46.1 µM],?,-4%
Cc1ccccc1Nc1nc(Cl)c(C=O)s1,0%,2.6%,-1%,3%,-8%,-15%,3%,5%
CC(=O)N1CCN(c2ccc(NC(=S)NC(=O)c3ccc(C)c([N+](=O)[O-])c3)cc2)CC1,-1%,1.1%,5%,-6%,-15%[11.6 µM],-9%,1%[11.6 µM],-6%
CCC(=O)N1CCc2cc(S(=O)(=O)NC(C(=O)NCCc3ccc(Cl)cc3)C(C)C)ccc21 (stereo not given),-2%,-2.5%,nt,nt,-4%,nt,-7%,-9%
c1coc(CNC2C3CC4CC(C3)CC2C4)c1 (stereo not given),-2%,1.8%,5%,4%,-5%,4%[46.1 µM],0%,-5%
Cc1cc(/C=C(\C#N)C(=O)O)c(C)n1-c1ccc(Br)cc1,0%,-1.2%,1%,-11%,15%,-24%,2%,7%
CC(=O)Nc1ccccc1-c1nc2ccccc2nc1OCC(=O)c1ccc2ccccc2c1,4%,2.7%,-10%,-6%,-16%,-17%[46.1 µM],-1%,-3%
Cc1cc(C(=O)NN=C2CCCCCC2)c(C)o1,-2%,0.0%,2%,1%,-6%,11%,1%,7%
CC(C)[C@H](CO)Nc1nc(NCc2ccc(S(N)(=O)=O)cc2)c2ncn(C(C)C)c2n1,-5%,?,1%,?,-5%,15%,?,7%
CC(NC(=O)C(=O)Nc1c2c(nn1-c1ccc(F)cc1)CSC2)c1ccccc1 (stereo not given),-1%,9.6%,nt,nt,3%,nt,-4%,-2%
CC1=C(C(N)=O)C(c2ccccc2F)NC(=O)N1 (stereo not given),-5%,6.0%,-18%,1%,-1%,-2%[46.1 µM],-5%,-7%
COCCN(C(=S)Nc1ccc(OC)cc1)C1CCN(C(C)C)CC1,-57%,1.3%,-3%,-8%,-4%,-9%[46.1 µM],-2%,-6%
CCC(=O)C1=C(O)C(c2cccc(Oc3ccccc3)c2)CCC1=O (stereo not given),1%,6.5%,4%,6%,-8%,-26%,-1%,-10%
COCCN(C(=O)Cn1nnc2ccccc21)C(C(=O)NC1CCCC1)c1cc(OC)ccc1OC (stereo not given),2%,-0.1%,1%,19%,11%,-17%[46.1 µM],8%,-17%
CCN1CCN(CCCCSc2ccccc2)CC1,-1%,-1.0%,4%,-3%,0%,23%,-2%,6%
CN(C)CCCNC(=O)C(=O)NCC(c1ccc2c(c1)OCO2)N1CCOCC1 (stereo not given),4%,0.0%,nt,nt,0%,nt,-4%,3%

Among those listed so far, three contain bromine.
mol,TexasRed fluor,Epigenetic reg,aGal spleen mod,CBFb RUNX1 block,Tau fluor cs,NPSR antagonist,Tau FP inhib,TRb SRC2 PPI
Cc1ccc(C2CC(=O)N3CN(c4ccc(Br)cc4)CSC3=C2C#N)o1 (stereo not given),0%,0.0%,0%,0%,-4%,-22%[46.1 µM],?,8%
O=C(Nc1ccc(Br)cc1)c1ccc(N2C(=O)C3CC=C(Cl)CC3C2=O)cc1 (stereo not given),-3%,4.0%,5%,0%,-15%,-10%[46.1 µM],-7%,9%
Cc1cc(/C=C(\C#N)C(=O)O)c(C)n1-c1ccc(Br)cc1,0%,-1.2%,1%,-11%,15%,-24%,2%,7%
